Screens deposited in PubChem BioAssay by National Center for Advancing Translational Sciences (NCATS).
Lipid storage S3: qHTS Assay for Lipid Storage Modulators in Drosophila S3 Cells; 320,000 tested, 0.64% active; AID 2685, 2010; Potency in µM for hits, for the others lipid storage change, negative = inhibition, % at the top dose, mostly 46.1 µM; Drosophila S3 cells, BODIPY lipid droplet fluorescence, 18-24 h; cells fed with added oleic acid; active means well fitted inhibition curve with a large enough effect in the signal ratio, with a control signal flat, not every such curve was filed as active; inconclusive means small, poorly fitted or top-dose-only effect, or effect the other way, or a change in a side signal; the % refers to the signal ratio
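Drosophila S3 cells loaded with oleic acid (400 uM, as added) and compounds at several concentrations; lipid droplets imaged by 488-nm laser-scanning cytometry, 500–530 nm intensity and object ratio to cell channel. Percent activity normalized to 20 uM Triacsin C.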
Lipid storage S3 cell count max: recorded beside Lipid storage S3, whose call it bears; cell number change, %; measured here: cell count max response;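 cells counted by Cell Tracker Red CMTPX staining in the red channel; peak over a dose series mostly up to 46.1 µM; percent activity relative to internal control wells on each plate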
The depositor's hits bear a star; [ ] = remark or other dose. On the % scale 0 is the no-effect control and ±100 the full control effect; potency means the concentration at half of the fitted maximal effect.

What do the screens show for `O=C(Cn1cc([N+](=O)[O-])cn1)Nc1ccc(Cn2cc(Br)cn2)cc1`?
Lipid storage S3: inconclusive

Results for CC1CCCCC1NC(=O)c1cc(S(=O)(=O)N2CCCCC2)ccc1N1CCOCC1 (stereo not drawn) ?
Lipid storage S3: 14%; Lipid storage S3 cell count max: -5

Results for O=C(Oc1cccnc1)c1ccc(Cl)cc1 ?
Lipid storage S3: inconclusive

Results for COc1cccc(-c2nnn(CC(C)=O)n2)c1 ?
Lipid storage S3: 1%; Lipid storage S3 cell count max: -7

What do the screens show for `O=C(CN(Cc1ccc2c(c1)OCO2)C(=O)CNS(=O)(=O)c1ccccc1)NCC1CCCO1` (stereo not drawn)?
Lipid storage S3: 9%; Lipid storage S3 cell count max: 5

Results for COc1ccc(C(=O)COC(=O)c2cnc(C)cn2)cc1OC ?
Lipid storage S3: inconclusive

How did O=[N+]([O-])c1ccc(Sc2nc3ccccc3o2)c([N+](=O)[O-])c1 do in these assays?
Lipid storage S3: inconclusive

What do the screens show for `COc1ccccc1NC(=O)c1c(Nc2ccccc2C)sc(C(=O)Nc2cccc(Cl)c2)c1N`?
Lipid storage S3: 1.6µM*; Lipid storage S3 cell count max: -27*

How did COc1cccc(OCC(=O)Nc2cc(NC(=O)COc3cccc(OC)c3)cc(C(=O)O)c2)c1 do in these assays?
Lipid storage S3: inconclusive

What do the screens show for `Cc1nn(Cc2ccc(Cl)cc2Cl)c(C)c1NC(=O)Cn1nc([N+](=O)[O-])c(Cl)c1C`?
Lipid storage S3: inconclusive

Results for CCOc1ccccc1N1CCN(CC(=O)NCCc2ccc(S(N)(=O)=O)cc2)CC1 ?
Lipid storage S3: inconclusive

What do the screens show for `CC1=C(C(=O)Nc2cccnc2)C(c2cccnc2)n2ncnc2N1` (stereo not drawn)?
Lipid storage S3: -1%; Lipid storage S3 cell count max: -3

How did O=C(Nc1nc(-c2ccc(Cl)s2)cs1)c1cccs1 do in these assays?
Lipid storage S3: inconclusive

Results for CCOC(=O)Cn1c(=NC(=O)CN2C(=O)CCC2=O)sc2cc(S(N)(=O)=O)ccc21 ?
Lipid storage S3: inconclusive

How did O=C(OCc1cc(Cl)ccc1OC(F)F)c1cncc(Br)c1 do in these assays?
Lipid storage S3: inactive

What do the screens show for `Cc1cc(=O)n2[nH]c(-c3ccc(F)cc3)cc2n1`?
Lipid storage S3: 13%; Lipid storage S3 cell count max: 11

How did COc1ccc(-c2cc(C(=O)N3CCOCC3)no2)cc1 do in these assays?
Lipid storage S3: inactive; Lipid storage S3 cell count max: 5

What do the screens show for `C#CCOCCOCCOCCNc1nc(N2CCN(C(=O)[C@H](Cc3cc4ccccc4[nH]3)n3cc([C@@H](N)C(C)CC)nn3)CC2)nc(N2CCN(C(=O)[C@H](CCCCN)n3cc([C@@H](N)CC(C)C)nn3)CC2)n1` (stereo partly drawn)?
Lipid storage S3: -2%; Lipid storage S3 cell count max: 8

What do the screens show for `COc1ccc2[nH]cc(CCn3ccc(=O)c(C)c3C)c2c1`?
Lipid storage S3: 0%; Lipid storage S3 cell count max: 4

How did Cc1ccc(NC(=O)CN(C)c2ccc(S(=O)(=O)N3CCCC3)cn2)cc1 do in these assays?
Lipid storage S3: 3%; Lipid storage S3 cell count max: 19

Results for COc1cccc(/C=C2\N=C(c3c(-c4ccccc4)noc3C)OC2=O)c1 ?
Lipid storage S3: 12%

Results for Cc1ccc(Cl)cc1NC(=O)C1CC(=O)Nc2ncnn21 (stereo not drawn) ?
Lipid storage S3: -3%; Lipid storage S3 cell count max: 0

What do the screens show for `Cn1c(=O)c2sccc2n2c(CCCC(=O)N3CCCCC3)nnc12`?
Lipid storage S3: 10µM*; Lipid storage S3 cell count max: -19*

How did CCOC(=O)c1nnn(-c2nonc2N)c1CNc1ccccc1 do in these assays?
Lipid storage S3: inconclusive

Results for CCOC(=O)CN(Cc1sccc1C)C(=O)Nc1cccc(OC)c1 ?
Lipid storage S3: inconclusive

What do the screens show for `Cc1cc(C)nc(Nc2n[nH]c(COc3ccc(Cl)cc3)n2)n1`?
Lipid storage S3: inconclusive

Results for Cc1[nH]c2ccc(C(=O)NCCCN3CCCCCC3)cc2c1C ?
Lipid storage S3: inconclusive

Results for Cc1c(/C=C/C(=O)c2ccccc2)cnn1C ?
Lipid storage S3: inconclusive

How did Cc1cc(C)n(C(=O)N(c2ccccc2)c2ccccc2)n1 do in these assays?
Lipid storage S3: inconclusive

Results for COc1ccc(/C=N/NC(=O)c2ccoc2C)cc1OC ?
Lipid storage S3: inconclusive

What do the screens show for `Cc1ccc(OCC(O)CNS(=O)(=O)c2ccccc2C(=O)O)cc1` (stereo not drawn)?
Lipid storage S3: inconclusive

How did COc1cccc(N2CC(C(=O)Nc3nnc(SCC(=O)NCC4CCCO4)s3)CC2=O)c1 (stereo not drawn) do in these assays?
Lipid storage S3: inconclusive

What do the screens show for `CCSc1nnc(-c2cc(Br)ccc2N=Cc2c(C)[nH]n(-c3ccccc3)c2=O)c(=O)[nH]1`?
Lipid storage S3: inconclusive

What do the screens show for `COc1cccc(C(=O)NC(=S)Nc2ccc(N3CCCC3)cc2)c1`?
Lipid storage S3: inconclusive

Results for CCS(=O)(=O)N1CCN(C(=O)COc2ccc(-c3ccccc3)cc2)CC1 ?
Lipid storage S3: inconclusive

Results for Cc1ccc(NC(=O)CCn2cccc2)cc1F ?
Lipid storage S3: inconclusive

Results for O=C(NCCS(=O)(=O)N1CCN(c2ccccc2)CC1)c1ccc2c(c1)OCO2 ?
Lipid storage S3: 9%; Lipid storage S3 cell count max: -13

Results for CSCC[C@@H](C(=O)NCc1cccs1)N1Cc2ccccc2C1=O ?
Lipid storage S3: inconclusive

What do the screens show for `CCC(C)[C@H](NC(=O)c1cc2cc(Cl)ccc2n1C)C(=O)N1CCC(C(=O)O)CC1` (stereo partly drawn)?
Lipid storage S3: inconclusive

Results for COc1ccccc1CN1CCNC(=O)C1CC(=O)NCc1c(C)n[nH]c1C (stereo not drawn) ?
Lipid storage S3: -5%; Lipid storage S3 cell count max: 6

Results for CC(C)(C)c1ccc(NC(=O)c2cc[n+]([O-])cc2)cc1 ?
Lipid storage S3: inactive; Lipid storage S3 cell count max: 28

How did COC(=O)c1nc2n(n1)C(c1ccc(OC)c(OC)c1OC)C1=C(CCCC1=O)N2 (stereo not drawn) do in these assays?
Lipid storage S3: inactive; Lipid storage S3 cell count max: -24

How did O=C(CCN1C(=O)C2CCCCC2C1=O)N1CCN(S(=O)(=O)c2c(F)cccc2F)CC1 (stereo not drawn) do in these assays?
Lipid storage S3: inconclusive

How did O=C(Cn1cc2c(n1)CCCC2)NCCc1ccccc1 do in these assays?
Lipid storage S3: 7%; Lipid storage S3 cell count max: 3

Results for COc1ccc(NC2CCCN(C(=O)CCCN3CCCCC3=O)C2)cc1 (stereo not drawn) ?
Lipid storage S3: inactive; Lipid storage S3 cell count max: 21

How did CC1(C)OC(=O)C(C(c2ccccc2)C(C#N)C(N)=O)=C(O)O1 (stereo not drawn) do in these assays?
Lipid storage S3: inactive; Lipid storage S3 cell count max: -6

Results for CCOC(=O)N1CCN(C2=Nc3cccc4cccc2c34)CC1 ?
Lipid storage S3: inconclusive

Results for N#CCCN(Cc1cccnc1)C(=O)Nc1ccc(Cl)c(Cl)c1 ?
Lipid storage S3: inactive

What do the screens show for `CCOC(=O)c1c(NC(=O)c2ccco2)n(C2CCCCC2)c2nc3ccccc3nc12`?
Lipid storage S3: 25%; Lipid storage S3 cell count max: -10

Results for COc1ccccc1/C=N/NC(=O)c1ccc(C)nc1 ?
Lipid storage S3: inconclusive

How did COc1cc(C(=O)O)nc(OC)n1 do in these assays?
Lipid storage S3: -1%; Lipid storage S3 cell count max: -2

Results for CCOCCCNC(=S)NCCCNc1nc2cc3c(cc2cc1C#N)OCO3 ?
Lipid storage S3: inactive

What do the screens show for `Cc1cccn2c(=O)c3cc(C(=O)N4CCCCC4C)sc3nc12` (stereo not drawn)?
Lipid storage S3: -14%; Lipid storage S3 cell count max: -12

What do the screens show for `CC1C2=C(CC(C)(C)CC2=O)NC2=C1C(=O)CC(C)(C)C2`?
Lipid storage S3: inconclusive

What do the screens show for `Cc1occc1C(=O)NNC(=O)c1ccccc1C(=O)O`?
Lipid storage S3: -20%[9.22 µM]; Lipid storage S3 cell count max: -21

Results for C=CCN(CC=C)S(=O)(=O)c1ccc(F)cc1 ?
Lipid storage S3: inconclusive

How did COC(=O)c1ccccc1N=Nc1c(C)[nH][nH]c1=O do in these assays?
Lipid storage S3: 5%; Lipid storage S3 cell count max: 5

Results for C=CCNC(=O)c1cc2c(=O)c3ccccc3oc2nc1C ?
Lipid storage S3: inconclusive

Results for CCc1ccc([C@@H]2CC=C(C(=O)O)[C@H](c3ccc(Cl)cc3)N2S(=O)(=O)c2ccc(C)cc2)cc1 ?
Lipid storage S3: inconclusive

What do the screens show for `CC(=O)Nc1ccc2[nH]c3ccccc3c2c1`?
Lipid storage S3: inconclusive

Next section, starting with the last four of the part before.
How did COC(=O)c1ccccc1N=Nc1c(C)[nH][nH]c1=O do in these assays?
Lipid storage S3: 5%; Lipid storage S3 cell count max: 5

Results for C=CCNC(=O)c1cc2c(=O)c3ccccc3oc2nc1C ?
Lipid storage S3: inconclusive

Results for CCc1ccc([C@@H]2CC=C(C(=O)O)[C@H](c3ccc(Cl)cc3)N2S(=O)(=O)c2ccc(C)cc2)cc1 ?
Lipid storage S3: inconclusive

What do the screens show for `CC(=O)Nc1ccc2[nH]c3ccccc3c2c1`?
Lipid storage S3: inconclusive

Results for O=C(NC1CCCN(c2ccc(C(F)(F)F)cn2)C1)c1cc(Cl)ccc1F (stereo not drawn) ?
Lipid storage S3: inconclusive

What do the screens show for `O=C(CCl)Nc1cc(S(=O)(=O)N2CCOCC2)ccc1N1CCOCC1`?
Lipid storage S3: 5%; Lipid storage S3 cell count max: -7

How did CCOC(=O)C1=NNC2(c3ccc(Cl)cc3)C(=O)N(c3cc(C)cc(C)c3)C(=O)C12 (stereo not drawn) do in these assays?
Lipid storage S3: 8%; Lipid storage S3 cell count max: 0

How did O=S(=O)(Nc1ccc2c(c1)OCCO2)c1ccc(Br)s1 do in these assays?
Lipid storage S3: 12%; Lipid storage S3 cell count max: -11

How did CC(C)OCCCNC(=O)CCSc1ccc(Cl)cc1 do in these assays?
Lipid storage S3: inconclusive

How did COc1ccc(S(=O)(=O)N(C)CC(=O)Nc2ccccc2C(F)(F)F)cc1OC do in these assays?
Lipid storage S3: inconclusive

How did CCOC(=O)NN1C(=O)c2ccccc2NC1c1ccccc1F (stereo not drawn) do in these assays?
Lipid storage S3: 2%; Lipid storage S3 cell count max: -5

Results for O=C(NCCO)/C(=C\c1cccs1)NC(=O)c1cccs1 ?
Lipid storage S3: -11%; Lipid storage S3 cell count max: -6

What do the screens show for `CN(C)C(CNC(=O)Cc1cccc(C(F)(F)F)c1)c1ccccc1` (stereo not drawn)?
Lipid storage S3: inconclusive

Results for COc1ccc(S(=O)(=O)N2CCC(C(=O)NCCN3CCOCC3)CC2)cc1C ?
Lipid storage S3: inconclusive

What do the screens show for `O=c1cc(CSc2ccccc2)nc(-c2ccccc2)[nH]1`?
Lipid storage S3: inconclusive

Results for CCN(CC)CCOC(=O)c1ccc(NC(=O)/C=C/c2cccs2)cc1 ?
Lipid storage S3: inconclusive

What do the screens show for `Cc1c(Cl)cccc1NC(=O)Cn1cnc(S(=O)(=O)N2CCCC2)c1`?
Lipid storage S3: inactive; Lipid storage S3 cell count max: 5

What do the screens show for `CCCN1CCC(=O)N(CCOc2ccccc2)CC1`?
Lipid storage S3: inconclusive

How did CN(c1ccccc1)S(=O)(=O)c1nnc(NC(=O)C2CCCCC2)s1 do in these assays?
Lipid storage S3: -8%; Lipid storage S3 cell count max: 5

Sorted by number of heavy atoms (lowest first): 7 of the compounds above
What do the screens show for `CCCN1CCC(=O)N(CCOc2ccccc2)CC1`?
Lipid storage S3: inconclusive

What do the screens show for `O=c1cc(CSc2ccccc2)nc(-c2ccccc2)[nH]1`?
Lipid storage S3: inconclusive

How did CCOC(=O)NN1C(=O)c2ccccc2NC1c1ccccc1F (stereo not drawn) do in these assays?
Lipid storage S3: 2%; Lipid storage S3 cell count max: -5

What do the screens show for `CN(C)C(CNC(=O)Cc1cccc(C(F)(F)F)c1)c1ccccc1` (stereo not drawn)?
Lipid storage S3: inconclusive

What do the screens show for `O=C(CCl)Nc1cc(S(=O)(=O)N2CCOCC2)ccc1N1CCOCC1`?
Lipid storage S3: 5%; Lipid storage S3 cell count max: -7

How did COc1ccc(S(=O)(=O)N(C)CC(=O)Nc2ccccc2C(F)(F)F)cc1OC do in these assays?
Lipid storage S3: inconclusive

How did CCOC(=O)C1=NNC2(c3ccc(Cl)cc3)C(=O)N(c3cc(C)cc(C)c3)C(=O)C12 (stereo not drawn) do in these assays?
Lipid storage S3: 8%; Lipid storage S3 cell count max: 0

(further entries)
Results for O=C(NNC(=O)c1cccs1)c1csc(N2CCOCC2)n1 ?
Lipid storage S3: inconclusive

What do the screens show for `Cc1[nH][nH]c(=O)c1C(c1ccccc1[N+](=O)[O-])C(C#N)C#N` (stereo not drawn)?
Lipid storage S3: inconclusive

Results for O=C(/C=C/c1ccc(Cl)cc1)N(Cc1cccs1)C1CCS(=O)(=O)C1 (stereo not drawn) ?
Lipid storage S3: -7%; Lipid storage S3 cell count max: 10

What do the screens show for `COc1cccc(C(C(=O)NCC2CCCO2)N(C(=O)Cn2nnc3ccccc32)c2ccc(NC(C)=O)cc2)c1OC` (stereo not drawn)?
Lipid storage S3: inconclusive

Only part of the results is shown; the hit share may differ from the screen's.
